Bioassay records from PubChem.
HIV fusion peptide – cell-free HIV fusion peptide-binding blockers – biochemical, uHTS, fluorescence dequenching, primary screen (AID 1986); one-dose inhibition, % at 20 µM; IC50 in µM for titrated hits; cell-free peptide binding, fluorescence dequenching, 30 min; higher % means a stronger effect; 290,000 tested, 0.3% active; in the data active = inhibition mostly above about 52%, no sharp cut-off; inactive = mostly below about 76%; also: some results filed as inactive read as strong as hits
AID2073 – disruptors of CaV2.2 binding to Mint1 – biochemical, HTRF (AID 2073) | HTRF protein-protein interaction, Mint1-CaV2.2; higher % means a stronger effect | one-dose inhibition, % at 20 µM; IC50 in µM for titrated hits | 290,000 tested, 0.19% active; in the data active = inhibition mostly above about 51%, no sharp cut-off; also: some results filed as inactive read as strong as hits
SIAH1 antagonists – Siah-1 peptide-binding antagonists, primary screen, biochemical, fluorescence polarization, rhodamine-plectin, uHTS (AID 1817); Siah-1 / rhodamine-plectin peptide fluorescence polarization; higher % means a stronger effect; displacement, % at 20 µM, or IC50 in µM where a hit was titrated; 290,000 tested, 0.02% active;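 active = displacement of at least 50% at 20 µM, with a fluorescence ratio check between 0.3 and a set limit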;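 also: plate controls were Siah plus tracer with DMSO for no effect and tracer alone without Siah for full effect; strong numbers were not always called active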
GPR55 beta-arrestin – GPR55 agonists via beta-arrestin recruitment, primary screen, imaging, U2OS cells, beta-arrestin-GFP redistribution (AID 1961) | U2OS GPR55 beta-arrestin-GFP redistribution imaging; higher % means a stronger effect | activation, % at 10 µM; hits with a dose series show EC50 in µM | 290,000 tested, 0.048% active;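 active = activation above 40% with more than 50 cells counted in the well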;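 also: U2OS osteosarcoma cells stably expressing GPR55 and beta-arrestin-GFP; plate controls were DMSO negative control for no effect and LPI positive control for full effect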
GPR35 arrestin U2OS – GPR35 antagonists blocking zaprinast-driven arrestin recruitment, primary screen, imaging, U2OS, beta-arrestin-GFP, zaprinast agonist (AID 2058) | U2OS GPR35 beta-arrestin-GFP translocation imaging, zaprinast antagonism; higher % means a stronger effect | inhibition, % at 10 µM; hits with a dose series show IC50 in µM | 290,000 tested, 0.052% active;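 active = inhibition of at least 50% with at least 30 cells and total cytoplasm GFP at most 10,000,000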
GPR55 antagonists – GPR55 antagonists blocking LPI-driven arrestin recruitment, primary screen, imaging, U2OS, beta-arrestin-GFP, LPI agonist (AID 2013) | U2OS GPR55 beta-arrestin-GFP translocation imaging, LPI antagonism; higher % means a stronger effect | one-dose inhibition, % at 10 µM; IC50 in µM for titrated hits | 290,000 tested, 0.13% active;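 active = spots per cell inhibited over 60%, with over 100 cells counted and total cytoplasm intensity under 500,000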;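 also: U2OS cells stably carrying GPR55 and arrestin-GFP stimulated by 5 µM LPI near EC80; imaged beta-arrestin-GFP aggregate spots per cell after agonist stimulation; plate controls were LPI-stimulated DMSO wells for no effect and DMSO wells without LPI for full effect; some results filed as inactive read as strong as hits; confirmed hits need IC50 under 10 µM and bright autofluorescent wells are also inconclusive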
Dengue-2 NS5 capping – flavivirus cap methylation enzyme inhibition – biochemical, confirmation dose response, primary screen (AID 588689); Dengue-2 NS5 methyltransferase capping enzyme assay, biochemical; higher % means a stronger effect; one-dose inhibition, % at 25 µM; IC50 in µM for titrated hits; 340,000 tested, 0.3% active; in the data active = a potency from the dose series
NTR1 agonist – NTR1-driven beta-arrestin-GFP spot formation – imaging, U2OS cells, high content, primary screen (AID 493036) | activation, % at 20 µM | P30989 | agonist mode | 330,000 tested, 0.17% active;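 active = activation at or above 40% of the spot to cytoplasm intensity ratio, with at least 20 cells analyzed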;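 also: 0% = DMSO without peptide and 100% = 100 nM NTR1 peptide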
Target sequence (P30989 whole entry, looked up): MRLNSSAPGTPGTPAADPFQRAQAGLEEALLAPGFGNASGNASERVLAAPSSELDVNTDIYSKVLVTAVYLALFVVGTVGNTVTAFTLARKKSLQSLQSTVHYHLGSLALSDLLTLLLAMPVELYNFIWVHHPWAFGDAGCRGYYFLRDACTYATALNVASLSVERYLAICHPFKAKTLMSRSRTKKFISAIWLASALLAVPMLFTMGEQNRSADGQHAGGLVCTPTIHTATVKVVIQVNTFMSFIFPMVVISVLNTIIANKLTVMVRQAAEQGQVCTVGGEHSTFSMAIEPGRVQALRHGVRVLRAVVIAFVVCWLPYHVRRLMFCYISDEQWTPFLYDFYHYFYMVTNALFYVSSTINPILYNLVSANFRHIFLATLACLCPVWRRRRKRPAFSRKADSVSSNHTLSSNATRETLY
K1F lysis inhibition – inhibition of K1F phage lysis, E. coli UTI89, bacterial capsule biogenesis inhibitors, alamar blue (AID 488966); 340,000 tested, 0.02% active; E. coli UTI89 K1F phage lysis, alamar blue, 2 h; higher % means a stronger effect; one-dose inhibition, % at 100 µM; IC50 in µM for titrated hits;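 active = phage lysis inhibition, versus mean bacterial control, above a set limit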;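 also: capsule biogenesis inhibitors block K1F phage lysis so surviving cells raise fluorescence; higher fluorescence means more inhibition of phage lysis; actives were called in the ten point dose series up to 300 µM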
NTR1 agonist cell count 20 µM – recorded beside NTR1 agonist, whose call it bears; cell count; measured here: cell count, cytotoxicity flag
Dengue-2 NS5 capping pilot replicate – also measured in Dengue-2 NS5 capping; calls as there; inhibition, %; measured here: pilot screen replicate inhibition
Starred values were filed as active, the others as inactive; x = no result given; [ ] = another dose, or the depositor's remark.

SMILES	HIV fusion peptide	AID2073	SIAH1 antagonists	GPR55 beta-arrestin	GPR35 arrestin U2OS	GPR55 antagonists	Dengue-2 NS5 capping	NTR1 agonist	NTR1 agonist cell count 20 µM	K1F lysis inhibition	others
CCNS(=O)(=O)c1ccc(C(=O)Nc2ccccc2)cc1	-2.3%	1%	2%	0.0%	-6%	0%	-2%	1.4	64	4.3%
C=CCc1cccc(CNc2nc3ccccc3n2CCN2CCOCC2)c1O	3.1%	-1%	4%	0.2%	-18%	15%	2%	4.9	63	1.3%
Cc1ccsc1C(=O)C1CCCN(Cc2cccn2-c2ccc(Cl)cn2)C1 (stereo unspecified)	0.2%	8%	-5%	0.9%	3%	15%	0%	6.3	53	0.4%
O=C(Cn1c(SCC(=O)N2CCc3ccccc32)nc2ccccc21)NC1CCCC1	2.0%	9%	5%	-0.5%	-7%	-7%	-1%	4.8	51	4.7%
O=C(NNC(=O)c1ncc(Cl)c(Cl)c1Cl)c1ccc(F)cc1	-1.2%	9%	3%	0.3%	5%	-6%	6%	0.6	49	0.2%
O=C(NCCc1ccccc1)c1ccccc1[N+](=O)[O-]	0.1%	1%	-3%	0.6%	5%	-7%	-3%	-0.4	68	0.1%	Dengue-2 NS5 capping pilot replicate=-8.2
COc1ccc(C2=NO[C@H]3C[C@](C(=O)NC(C)C)(S(=O)(=O)c4ccccc4)C[C@@H]23)cc1	1.4%	0%	5%	0.0%	2%	10%	-3%	0.9	54	1.2%
CC(C)N1CCN(Cc2cnc(N3CCCC3)s2)CC1CCO (stereo unspecified)	0.7%	4%	3%	2.1%	-1%	9%	-1%	x	x	0.1%
Cc1[nH]c2ccccc2c1C(=O)COC(=O)Cn1c(C)nc2ccccc21	-3.9%	-4%	-2%	0.1%	10%	3%	-8%	-0.4	69	2.0%[50 µM]
Cc1c(N2C(=O)/C(=C3/C(=O)N(C)c4ccccc43)SC2=S)c(=O)n(-c2ccccc2)n1C	16%	-33%	3%	0.2%	13%	16%	2%	10	63	-0.2%
O=C(OC(C(=O)NCc1ccco1)C(OC(=O)c1ccccc1)C(=O)NCc1ccco1)c1ccccc1 (stereo unspecified)	6.1%	-6%	8%	-0.2%	-10%	-6%	-8%	0.7	43	1.1%[50 µM]
NNC(=O)c1oc2nc(-c3ccccc3)cc(-c3ccco3)c2c1N	36%	44%	17%	0.3%	-8%	22%	x	2.4	51	x
c1ccc(N2CCCCC2)c(Nc2nc3ccccc3n3cnnc23)c1	1.3%	26%	-2%	0.7%	-8%	12%	-7%	40*	60*	0.2%
Cn1c(CO)cnc1SCC(=O)c1ccc(Cl)cc1	-0.3%	-16%	-1%	-0.3%	3%	-4%	-2%	-0.6	109	0.2%
Cc1nc2cc(Cl)ccc2c(=O)n1Cc1ccncc1	0.1%	1%	0%	-0.1%	24%	7%	-4%	-1.9	61	-0.1%
O=C(O)Cc1ccc(-c2ccccc2)cc1	-0.3%	2%	5%	0.1%	-4%	6%	-7%	-0.8	50	-0.5%
Cc1cc(C(=O)CN2C(=O)NC3(CCCc4sccc43)C2=O)c(C)n1-c1ccccc1 (stereo unspecified)	-2.0%	-2%	7%	-0.1%	1%	-1%	-8%	3.9	71	0.3%
COc1ccc(NS(=O)(=O)c2cc3c(cc2C)NC(=O)CO3)c(OC)c1	-0.4%	9%	4%	0.6%	-5%	4%	-3%	-1.0	66	2.9%
COc1ccc(S(=O)(=O)NC(CC(=O)NC2CCCC2)c2ccco2)cc1 (stereo unspecified)	-2.1%	-6%	-1%	-0.1%	10%	15%	-3%	-0.3	40	0.1%
O=[N+]([O-])c1ccc(S(=O)(=O)Nc2nnc(C(F)(F)F)s2)cc1	10%	-2%	0%	0.2%	5%	13%	2%	-0.3	42	-1.2%
C=CCc1cccc(C=Nc2cc(Br)ccc2O)c1O	30%	-16%	30%	-0.5%	5%	-2%	-4%	0.3	44	1.1%
CCCc1[nH]c(=O)c(C#N)c2c1CCCC2	-3.5%	-2%	4%	0.0%	0%	-15%	-7%	0.0	86	3.9%
NC(C(=O)O)C1CC(Cl)=NO1 (stereo unspecified)	0.5%	-3%	9%	-0.2%	-7%	7%	x	-0.2	46	x
O=C(CN(C1CCCCC1)S(=O)(=O)c1ccc(Cl)cc1)NCCCO	-0.7%	-4%	-3%	0.2%	1%	-6%	-5%	-0.2	82	0.1%
Cc1ccc(C(=O)N2CCN(c3ccc(NC(=O)c4cc(C)cc(C)c4)cc3)CC2)cc1	1.4%	-2%	-2%	-0.1%	-6%	3%	-7%	1.7	57	-0.1%
N#Cc1c(N)nc(-c2ccccc2)nc1-c1ccccc1	0.5%	-1%	0%	-0.2%	-14%	-5%	1%	-0.8	58	0.1%
COc1ccc(-c2nc(SCc3ccccc3)n(S(C)(=O)=O)n2)cc1	3.3%	9%	2%	0.4%	8%	29%	-5%	8.1	98	-0.4%
O=C(CN(Cc1ccccc1)S(=O)(=O)c1ccccc1)N/N=C/c1ccc2c(c1)OCO2	0.6%	-3%	-6%	6.7%	8%	x	-7%	3.5	48	2.5%
O=C(Oc1ccc2ccccc2c1Cl)N1CCCC1	1.0%	2%	3%	-0.1%	8%	15%	3%	0.1	91	0.3%
CC(C)(C)OC(=O)NCCCC[C@H](NC(=O)c1nc[nH]c1C(=O)N[C@@H](CCCCNC(=O)OC(C)(C)C)C(=O)OC(C)(C)C)C(=O)OC(C)(C)C	0.0%	18%	3%	-0.1%	1%	-4%	-6%	0.4	57	0.9%
COCCCNC(=O)CNC(=O)c1nn(-c2ccc(OC)cc2OC)c(=O)c2ccccc12	0.8%	-2%	0%	-0.1%	9%	5%	3%	-0.4	128	-0.3%
O=C(NC1CCCCC1)C(c1ccc(F)cc1)N(Cc1ccco1)C(=O)Cn1nnc2ccccc21 (stereo unspecified)	20%	1%	1%	-0.1%	-23%	8%	-6%	1.2	83	0.5%
CC(C)CNC(=O)COC(=O)CCC(=O)c1ccc(Cl)cc1	-1.1%	15%	-2%	-1.1%	-7%	2%	-2%	-2.0	58	0.1%
CCc1c(C)sc(NC(=S)Nc2nc(C)cc(C)n2)c1C(=O)OC	0.8%	14%	-1%	-0.2%	-14%	-5%	-8%	22	31	0.4%
O=C(CO/N=C/c1ccc(Cl)cc1Cl)NNC(=O)c1cccc(Cl)c1	-0.8%	6%	-8%	-0.2%	-15%	4%	-7%	1.7	34	0.1%
Cc1noc(NS(=O)(=O)c2ccc(NC(=O)COc3ccc(Cl)cc3Cl)cc2)c1C	22%	3%	-4%	-0.1%	-4%	-6%	6%	0.2	44	-0.3%
COc1ccc(C(=O)Oc2ccc(/C=N/NC(=O)c3ccccc3OC)cc2[N+](=O)[O-])cc1	-3.5%	16%	3%	-0.2%	14%	7%	-9%	-1.5	66	0.4%[50 µM]
O=C(Cn1nnc(-c2ccccc2)n1)NNC(=O)c1cccc([N+](=O)[O-])c1	1.6%	0%	4%	-0.2%	-3%	13%	-4%	-0.7	60	0.3%
O=C(N/N=C/c1cc2c(cc1[N+](=O)[O-])OCO2)c1cccnc1	13%	-21%	7%	-0.3%	-11%	1%	2%	-0.7	68	0.1%
COc1ccc(-n2c(C)cc(/C=C3/SC(=O)N(CC(=O)N4CCOCC4)C3=O)c2C)cc1	-0.1%	-8%	-2%	0.5%	1%	4%	-1%	2.3	67	2.2%[50 µM]
CCC(NC(=O)COc1ccc([N+](=O)[O-])cc1)c1ccccc1 (stereo unspecified)	0.7%	2%	0%	-0.1%	-5%	14%	x	-0.2	85	x
Cc1ccc(-n2nnnc2CS(=O)(=O)c2ccccc2)c(C)c1	-0.1%	2%	-1%	-0.1%	1%	6%	-6%	-0.1	54	-0.1%
CCN(CC1CCCO1)C(=O)c1cc(COc2ccc(OC)cc2Cl)on1 (stereo unspecified)	0.9%	4%	2%	0.5%	-2%	-7%	4%	0.5	53	0.1%
S=c1[nH]nc(CN2CCCC2)n1Cc1ccccc1	-0.2%	-10%	3%	-0.3%	-9%	-2%	-8%	2.8	51	0.1%
O=C(NCCc1ccc(F)cc1)NC12CC3CC(CC(C3)C1)C2	0.2%	15%	0%	-0.1%	7%	-6%	-10%	2.9	60	-0.4%[50 µM]
Cc1ccc([N+](=O)[O-])cc1NC(=O)C[n+]1ccccc1	-0.9%	8%	4%	0.5%	3%	12%	-9%	1.4	52	0.2%
O=[N+]([O-])c1cccc(/C=C/c2nc(C=Nc3ccc4ccccc4c3)c(O)o2)c1	-3.2%	18%	2%	-0.1%	18%	24%	-1%	-0.1	71	1.4%
CCOc1ccc(NC(=O)C2Cc3ccccc3CN2S(=O)(=O)CC)cc1 (stereo unspecified)	1.2%	24%	-5%	0.5%	-11%	-5%	-2%	-1.0	35	0.1%
COc1ccc(Nc2nnc(-c3ccccc3)c3ccccc23)cc1C(=O)N1CCCCC1	-1.5%	22%	-4%	-0.4%	6%	13%	-4%	2.6	100	0.2%
CC(=O)C(Cc1ccccc1)NC(=O)CN(C)Cc1ccccc1Cl (stereo unspecified)	-2.1%	7%	0%	-0.1%	11%	8%	11%	-0.5	56	-0.6%
O=C(CNC(=O)c1ccco1)OC(C(=O)c1ccccc1)c1ccccc1 (stereo unspecified)	1.9%	9%	-3%	-0.1%	7%	0%	-7%	-0.3	57	-0.2%
COCCN(CCOC)C(=O)c1c[nH]c2ccc(S(=O)(=O)N(C)c3ccc(F)cc3)cc2c1=O	2.6%	-2%	1%	-0.1%	10%	35%	-5%	-1.3	56	0.2%
CNC(=O)c1cc2c(=O)n3cc(C)ccc3nc2n(C(C)C)c1=N	-0.7%	26%	-2%	0.4%	7%	19%	4%	2.1	88	0.4%
Cc1ccc(Cn2c(N3CCCCCC3)nc3c2c(=O)[nH]c(=O)n3C)cc1	-0.8%	30%	0%	-0.2%	7%	-3%	x	0.7	51	0.1%

In the list so far, 2 have a COOH group:
SMILES	HIV fusion peptide	AID2073	SIAH1 antagonists	GPR55 beta-arrestin	GPR35 arrestin U2OS	GPR55 antagonists	Dengue-2 NS5 capping	NTR1 agonist	NTR1 agonist cell count 20 µM	K1F lysis inhibition	others
O=C(O)Cc1ccc(-c2ccccc2)cc1	-0.3%	2%	5%	0.1%	-4%	6%	-7%	-0.8	50	-0.5%
NC(C(=O)O)C1CC(Cl)=NO1 (stereo unspecified)	0.5%	-3%	9%	-0.2%	-7%	7%	x	-0.2	46	x

Hits appear at their usual frequency; any-hit rate near 1.2%.
